Screens from PubChem.
p53 reactivator: restores transcriptional activity of mutant p53; H1299 p53-A138V BP100-luciferase reporter, luminescence, 24 h; Potency, µM (titrated, usually from 92.2 µM), without a hit: at the highest dose activity change, positive = activation, usual class: activators; 320,000 compounds, 0.063% hits; AID 504706; also: % of control where 0% means no effect; nearly all actives have a fitted effect of over 45% in size
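p53-null H1299 cells stably carrying temperature-sensitive p53-A138V and a BP100-luciferase reporter were pinned with compounds (4-point, 1:5 series) and held 24 hrs at 37 deg C. Luminescence was read 10 min after detection reagent.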
BRCA1 expr act: increases BRCA1 expression; MCF7-BRCA1-FFLuc reporter, luminescence, 48 h; response scale: scaled: vehicle 0%, 10 µM genistein 100%; Potency, µM (doses to about 46.1 µM), for the others: at the top dose activation, most hits filed as activators; 380,000 compounds, 1.1% hits; also: nearly all actives have a fitted effect of over 80% in size; some results filed as inactive show a strong effect at the top dose
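Quantitative HTS in MCF7 cells stably reporting BRCA1 expression via firefly luciferase. Compound treatment lasts 48 h at 37 °C in phenol-red free MEM. Activation is expressed relative to genistein at 10 microM and DMSO.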
Rab9 prom act: Rab9 promoter activation. Huh7 Rab9 promoter-luciferase reporter, luminescence, 24 h. AID 485297. 320,000 compounds, 2.8% hits. Potency, µM (titrated, usually from 9.22 µM), for inactives: at the top dose activation, negative = inhibition, actives largely listed as activators; also: % of control where 0% means no effect; nearly all actives have a fitted effect of over 60% in size
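Huh7 reporter line, Rab9 promoter upstream of luciferase. Compound exposure 24 h at 37 °C in reduced-serum medium with 10% FBS. Read-out: luminescence.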
uPA generation: inhibitors of cell surface uPA generation; AID 540303; 330,000 compounds, 0.31% hits; Potency, µM (highest dose often 38.3 µM), for inactives: at the top dose activity change, negative = inhibition, actives largely listed as inhibitors; cell surface uPA generation assay, qHTS; active = well fitted inhibition curve with a large enough effect; inconclusive = small, poorly fitted or top-dose-only effect; inactive = no such curve, though single readings can be large or run the other way; tested in mouse RAW 264.7 cells; also: % is scaled to controls: 0 for no effect and ±100 for the full control effect; nearly all actives have a fitted effect of over 55% in size
MBNL1 CUG block: MBNL1-poly(CUG) RNA binding inhibition | Potency, µM (series often up to 57.5 µM), without a hit: top-dose activity change, negative = inhibition, usual class: inhibitors | 280,000 compounds, 0.036% hits | AID 2675 | Q9NR56 | TR-FRET MBNL1-His/biotin-(CUG)12 binding, 665/545 ratio; active = well fitted inhibition curve with a large enough effect in the signal ratio, with a control signal flat, not every such curve was filed as active; inconclusive = small, poorly fitted or top-dose-only effect, or effect the other way, or a change in a side signal; inactive = no such curve, though single readings can be large or run the other way; the % refers to the signal ratio; also: % is scaled to controls: 0 for no effect and ±100 for the full control effect
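TR-FRET readout: Ex 340 nm, 665/545 nm emission ratio, normalized to buffer-only (basal) and MBNL1-(CUG)12 controls. Complex of MBNL1-His with Biotin-(CUG)12, compounds 92 nM–58 uM, incubated 60 min at room temperature.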
Gal4-VP16 FLuc: inhibits Gal4-VP16 luciferase reporter, ROR gamma counter-screen; Potency, µM (doses to about 53.6 µM), without a hit: top-dose activity, negative = inhibition, actives largely listed as inhibitors; AID 2546; Drosophila S2 Gal4-VP16 UAS-luciferase, luminescence, 20 h; 310,000 compounds, 3.5% hits;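 also: Gal4-VP16 expression switched on by copper sulfate through the metallothionein promoter; % is scaled to controls: 0 for no effect and ±100 for the full control effect; nearly all actives have a fitted effect of over 50% in size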
FLuc modulator: inhibits or activates purified firefly luciferase, miR-21 counter-screen; P08659; purified FLuc, Km substrates, luminescence inhibition; Potency, µM (doses to about 57.5 µM), without a hit: top-dose activity change, negative = inhibition, most hits filed as inhibitors; 360,000 compounds, 6.9% hits; AID 588342;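 also: plate controls were vehicle for no effect and reference inhibitor for full effect; nearly all actives have a fitted effect of over 55% in size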
Target sequence (P08659 whole entry, looked up): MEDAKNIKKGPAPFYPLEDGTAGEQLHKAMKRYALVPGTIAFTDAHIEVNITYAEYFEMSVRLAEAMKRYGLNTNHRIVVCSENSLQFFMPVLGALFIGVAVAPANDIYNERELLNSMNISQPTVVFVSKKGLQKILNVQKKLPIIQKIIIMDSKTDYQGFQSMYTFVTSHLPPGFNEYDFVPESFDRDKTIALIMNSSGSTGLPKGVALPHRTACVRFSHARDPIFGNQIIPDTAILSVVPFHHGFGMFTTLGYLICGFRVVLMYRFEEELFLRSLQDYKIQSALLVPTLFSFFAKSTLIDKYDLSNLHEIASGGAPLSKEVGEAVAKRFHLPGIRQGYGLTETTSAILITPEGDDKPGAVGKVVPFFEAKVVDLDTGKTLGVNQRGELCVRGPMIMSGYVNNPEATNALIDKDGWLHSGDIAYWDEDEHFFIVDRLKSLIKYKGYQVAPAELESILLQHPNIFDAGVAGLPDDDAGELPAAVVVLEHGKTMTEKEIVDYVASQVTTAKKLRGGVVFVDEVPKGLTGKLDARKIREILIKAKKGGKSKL
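Purified P. pyralis luciferase (10nM final) with 10uM D-luciferin and 10uM ATP (Km levels) in 50mM Tris acetate pH 7.5, 10mM Mg acetate, 0.01% Tween-20, 0.05% BSA; qHTS 6-point titration, ~60 µM downward; luminescence read.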
RORgamma inh: inhibitors of mouse ROR gamma transcriptional activity. P51450. Drosophila S2 Gal4-RORgamma UAS-luciferase reporter, 20 h. Potency, µM (titrated, usually from 53.6 µM), for the others: top-dose activity change, negative = inhibition, most hits filed as inhibitors. 310,000 compounds, 5.4% hits. AID 2551; also: % is scaled to controls: 0 for no effect and ±100 for the full control effect; nearly all actives have a fitted effect of over 60% in size
Target sequence (P51450 whole entry, looked up, the tested form may be a part): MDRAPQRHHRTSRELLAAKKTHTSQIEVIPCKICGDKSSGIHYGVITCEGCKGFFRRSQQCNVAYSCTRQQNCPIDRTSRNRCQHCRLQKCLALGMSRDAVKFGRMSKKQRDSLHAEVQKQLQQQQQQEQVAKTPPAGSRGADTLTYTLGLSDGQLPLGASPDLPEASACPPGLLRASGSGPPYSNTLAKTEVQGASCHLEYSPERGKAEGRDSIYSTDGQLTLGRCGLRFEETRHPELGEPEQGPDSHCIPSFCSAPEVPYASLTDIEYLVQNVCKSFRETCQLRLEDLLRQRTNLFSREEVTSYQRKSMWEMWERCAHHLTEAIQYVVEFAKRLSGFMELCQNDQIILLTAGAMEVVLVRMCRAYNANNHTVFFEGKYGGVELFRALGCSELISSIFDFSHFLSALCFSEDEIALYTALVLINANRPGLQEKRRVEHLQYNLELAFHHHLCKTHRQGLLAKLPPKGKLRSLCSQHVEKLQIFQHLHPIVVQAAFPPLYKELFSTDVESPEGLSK
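Schneider cells (Drosophila), stable Gal4 DBD–ROR gamma + UAS-luc; 1 hr cmpd preincubation; Cu2+ induction 700 uM final; 20 hr ambient; luminescence.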
ELG1 genotoxic: genotoxicity induction in ELG1-luciferase HEK293T cells | HEK293T ELG1-luciferase reporter, luminescence, 16 h | Potency, µM (doses to about 46 µM), for inactives: at the highest dose activity change, positive = activation, actives largely listed as activators | 330,000 compounds, 1.3% hits | AID 504466; also: % of control where 0% means no effect; nearly all actives have a fitted effect of over 60% in size
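Step 1: seed 2,000 HEK293T ELG1-luciferase cells per well. Step 2: add compound or DMSO, incubate 16 hr at 37 °C. Step 3: ONE-Glo, 30 min at room temperature, read luminescence.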
NPC1 promoter act: activates the NPC1 promoter | Potency, µM (highest dose often 9.22 µM), for inactives: top-dose activation, most hits filed as activators | 320,000 compounds, 2.4% hits | Huh7 NPC1 promoter luciferase reporter, 24 h;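 also: % of control where 0% means no effect; nearly all actives have a fitted effect of over 60% in size; reporter is driven by a mutant NPC1 promoter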
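Huh7 reporter cells (NPC1 promoter driving luciferase) are dosed with compound for 24 h at 37 °C, 5% CO2; luciferase detection reagent is then added and luminescence measured after 10 min at ambient temperature.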
The depositor's hits bear a star; ? = inconclusive; / = not tested or not shown; & = joins results of further samples; [ ] = remark or other dose. Unless noted, calls follow the shape of the dose curve; as a rule, active = well fitted curve in the direction sought with a large enough effect; inconclusive = small, poorly fitted or top-dose-only effect, or another doubt; inactive = no such curve, though single readings can be large; an effect the other way counts as inactive or inconclusive. Potency is read from the fitted curve at half-maximal effect. An unsorted share of the library. Share with any hit: about 13%.

SMILES	p53 reactivator	BRCA1 expr act	Rab9 prom act	uPA generation	MBNL1 CUG block	Gal4-VP16 FLuc	FLuc modulator	RORgamma inh	ELG1 genotoxic	NPC1 promoter act
CCOC(=O)c1cccnc1NC(=O)c1ccncc1	6%	-5%	0%	0%	-3%	-16%	2%	25%	3%	2%
Cc1ccc(Nc2nc3ccccc3c(=O)s2)cc1	3%	11%	1%	16%	-3%	11µM*	2%	6.3µM*	3%	0%
COc1ccccc1NC(=O)N1C2CCCC1CC(NC(=O)c1ccccc1)C2 (stereo unspecified)	-3%	-7%	-4%	-2%	7%	3%[10 µM]	-2%	15%	-11%	-4%
CCc1nc2ccccc2[nH]1	1%	-1%	6%	-9%	-2%	17%	0%	25%	0%	-1%
CCn1c(COc2cccc(OC)c2)nnc1SCC(=O)NC1CCCC1	-2%	-8%	0%	1%	-6%	13%	-2%	-1%	0%	3%
CCCc1cc(=O)n2[nH]c(CCc3ccccc3)nc2n1	-2%	17%	1%	3%	2%	-4%	0%	-5%	-3%	5%
CCc1ccc(NS(=O)(=O)c2ccc(OC)c(C)c2)cc1	15%	-27%	-2%	/	-2%	?	1%	-44%	3%	-1%
COc1cccc(-c2coc3c(C)c4oc(=O)c(CCC(=O)O)c(C)c4cc23)c1	-2%	-10%	-9%	0%	2%	-18%&-19%	-17%	8%&23%	1%	-3%
CC1CCN(Cc2c(O)ccc3c2O/C(=C\c2ccco2)C3=O)CC1	-2%	-1%	0%	0%	39%[activator]	12%	-1%	2%	4%	-4%
Cc1ccc(-c2nc3ccccc3[nH]2)cc1NC(=O)c1sc2ccccc2c1Cl	0%	-16%	1%	-3%	25%	19%	?	-7%	-5%	-7%
CCNc1nc(NCC)nc(OCCOC(=O)Nc2ccccc2)n1	-7%	-13%	-4%	-1%	5%	-16%	0%	92%	-2%	-3%
CCC(=O)NCCNc1ccc([N+](=O)[O-])cn1	-10%	/	0%	/	18%	1%	1%	-1%	-1%	1%
O=C(COc1coc(CN2CCCc3ccccc32)cc1=O)Nc1ccc([N+](=O)[O-])cc1	3%	-28%	-1%	-4%	/	/	0%	/	2%	7%
CC(C)NC(=S)NCc1cccnc1	-7%	15%	4%	7%	?	2%	0%	8%	0%	3%
Cc1ccc2ncnc(-c3ccccc3)c2c1	3%	-18%	-2%	3%	1%	2%	-1%	0%	-4%	-1%

Of the compounds above, four contain four or more nitrogen atoms.
SMILES	p53 reactivator	BRCA1 expr act	Rab9 prom act	uPA generation	MBNL1 CUG block	Gal4-VP16 FLuc	FLuc modulator	RORgamma inh	ELG1 genotoxic	NPC1 promoter act
CCn1c(COc2cccc(OC)c2)nnc1SCC(=O)NC1CCCC1	-2%	-8%	0%	1%	-6%	13%	-2%	-1%	0%	3%
CCCc1cc(=O)n2[nH]c(CCc3ccccc3)nc2n1	-2%	17%	1%	3%	2%	-4%	0%	-5%	-3%	5%
CCNc1nc(NCC)nc(OCCOC(=O)Nc2ccccc2)n1	-7%	-13%	-4%	-1%	5%	-16%	0%	92%	-2%	-3%
CCC(=O)NCCNc1ccc([N+](=O)[O-])cn1	-10%	/	0%	/	18%	1%	1%	-1%	-1%	1%

The results go on:
SMILES	p53 reactivator	BRCA1 expr act	Rab9 prom act	uPA generation	MBNL1 CUG block	Gal4-VP16 FLuc	FLuc modulator	RORgamma inh	ELG1 genotoxic	NPC1 promoter act
CCCc1cc(=O)oc2cc(C)cc(OCC(=O)Nc3ccc(S(N)(=O)=O)cc3)c12	-1%	2%	-4%	-7%	2%	-3%	1%	2%	9%	-2%
c1ccc(OCc2nnc3n2CCCCC3)cc1	8%	0%	-4%	3%	-3%	?	0%	0%	0%	2%
COCCCNC(=O)CN(c1ccc(Cl)c(Cl)c1)S(C)(=O)=O	-14%	5%	-3%	13%	-13%	-1%	2%	0%	-3%	7%
CC(C)n1c(C(=O)OCC(=O)NCc2ccc3c(c2)OCO3)cc2occc21	2%	-9%	15%	-2%	-7%	-2%	-4%	4%	-3%	-2%
Cc1ccc(C(C)NC(=O)C2CCCC2)c(C)c1 (stereo unspecified)	/	-3%	-1%	2%	3%	-10%	-2%	7%	-2%	1%
COc1ccc(NC(=O)/C(=C\c2ccccc2)NC(=O)c2ccco2)cc1	3%	32%	0%	-3%	2%	1%	-3%	25%	0%	10%
CCOc1ccc2c(c1)/C(=C(\C(Cl)=C(Cl)Cl)[N+](=O)[O-])N2	-1%	18%	-6%	9%	?	-3%	-13%	-1%	-6%	-7%
CC(C)=NOC(=O)c1ccc(-c2ccccc2)cc1	16%	12%	-11%	6%	8%	-20%	8.5µM*	-29%	1%	0%
Cc1cc(C)cc(N(C(=O)c2csnn2)C(C(=O)NC(C)(C)C)c2ccccn2)c1 (stereo unspecified)	-3%	-8%	1%	-4%	2%	3%	0%	-26%	-2%	-1%
CCc1nnc(NC(=O)C2CC(=O)N(c3ccc4c(c3)OCCO4)C2)s1 (stereo unspecified)	7%	-8%	-2%	5%	-16%	5%	2%	1%	1%	1%
CCOc1ccc(N(CC(=O)NC2CCCC2)S(=O)(=O)c2c(C)[nH]c(=O)[nH]c2=O)cc1	0%	-12%	-7%	1%	-3%	-1%	1%	-10%	-4%	1%
COc1cccc(CC2(CO)CCCN(Cc3c(C)cc(C)cc3-n3cccn3)C2)c1 (stereo unspecified)	-4%	-36%	-6%	?	7%	-2%	0%	1%	-8%	-4%
COCCNc1ccc(N2C(=O)C3CCCCC3C2=O)cc1[N+](=O)[O-] (stereo unspecified)	-1%	-12%	-6%	0%	?	-8%	1%	18%	0%	-4%
Cc1ccc(NC(=O)CN2C(=O)/C(=C\c3cccs3)SC2=S)cc1	1%	4%	-6%	0%	/	1%	-2%	-8%	?	3%
O=C(CSc1ccc(-c2ccco2)nn1)NC1CCCC1	-2%	-3%	-5%	2%	12%	1%	0%	8%	0%	-2%
CCCCOC(=O)C1[C@H]2C(=O)N(Cc3cccs3)C[C@]23C=C[C@H]1O3 (stereo partly specified)	-1%	-6%	2%	/	-4%	10%	0%	0%	0%	0%
COc1ccc(CCN(Cc2ccccn2)C(=S)Nc2ccccc2F)cc1OC	-1%	8%	-5%	5%	-2%	-4%[10 µM]	-1%	13µM*	-2%	-2%
COc1ccc(CNc2ccc(N3CCOCC3)cc2)cc1	-1%	78%	?	-7%	7%	-6%	27µM*	29%	-3%	13%
O=C(CSc1nc2ccccc2s1)Nc1cc(S(=O)(=O)N2CCOCC2)ccc1Cl	-2%	-15%	0%	4%	63%[activator]	-2%	?	30%	0%	0%
Cc1ccc(-n2[nH]c(C)c(C=Nc3ccc(Br)cn3)c2=O)cc1	0%	-44%	11%	-24%	-1%	-2%	-12%	-5%	8%	10%
CCc1nn(C(C)C(=O)NCc2cccc(OC)c2)c(=O)c2cc3occc3n12 (stereo unspecified)	0%	1%	0%	2%	17%	-12%	1%	0%	0%	-1%
CSc1cccc(NC(N)=S)c1	-2%	9%	-9%	-5%	-9%	-1%	2%	-41%	2%	0%
CCOc1ccc(NC(=O)c2ccc(F)c(S(=O)(=O)N3CCN(c4ccccn4)CC3)c2)cc1	19%	-91%	-15%	-14%	-16%	?	-12%	34%	0%	-9%
CCCNCc1cc(OCC)c(OCC(N)=O)cc1Br	-2%	-8%	0%	5%	2%	8%	4%	-14%	0%	3%
O=C(CCN1CCc2ccccc2CC1)c1ccc2c(c1)OCCO2	-15%	-53%	5%	-11%	1%	4µM*	-15%	6.3µM*	-1%	-3%
Cc1ccc(C(=O)OCC(=O)NC2CCCC(C)C2C)cc1S(=O)(=O)N1CCCCC1 (stereo unspecified)	0%	-27%	1%	-10%	/	/	1%	/	-1%	-4%
O=C(CCNS(=O)(=O)c1ccccc1F)N1CCN(Cc2ccccc2)CC1	-2%	13%	-2%	-2%	/	/	6%	/	-2%	0%
COc1ccc(OCC(=O)NNC(=O)c2ccccn2)cc1	-4%	1%	2%	-4%	11%	?	-13%	13µM*	-3%	4%
COc1cccc(N2C(=O)CC(Sc3nc(C)cc(C)n3)C2=O)c1 (stereo unspecified)	18%	-3%	-2%	4%	-1%	?	3%	4%	4%	-4%
NC(=S)NNc1cccc2cccnc12	5%	-45%	6%	-4%	?	-12%	4%	-28%	-9%	4%
N#Cc1ccccc1NC(=O)COC(=O)c1ccc2c(c1)OCO2	13%	-5%	3%	23%	/	/	/	/	2%	1%

Complete entries as entered above:
Results for `COc1ccc(CCN(Cc2ccccn2)C(=S)Nc2ccccc2F)cc1OC` : p53 reactivator = -1%; BRCA1 expr act = 8%; Rab9 prom act = -5%; uPA generation = 5%; MBNL1 CUG block = -2%; Gal4-VP16 FLuc = -4%[10 µM]; FLuc modulator = -1%; RORgamma inh = 13µM*; ELG1 genotoxic = -2%; NPC1 promoter act = -2%
Results for `CSc1cccc(NC(N)=S)c1` : p53 reactivator = -2%; BRCA1 expr act = 9%; Rab9 prom act = -9%; uPA generation = -5%; MBNL1 CUG block = -9%; Gal4-VP16 FLuc = -1%; FLuc modulator = 2%; RORgamma inh = -41%; ELG1 genotoxic = 2%; NPC1 promoter act = 0%
